TDP1 block = blocks human tyrosyl-DNA phosphodiesterase 1; AID 485290; Potency, µM (doses to about 130 µM), inactives show at the highest dose activity change, negative = inhibition, actives largely listed as inhibitors; Q9NUW8; recombinant TDP1, AlphaScreen DNA substrate cleavage; 350,000 compounds, 0.28% hits; note: nearly all actives have a fitted effect of over 40% in size
Target sequence (Q9NUW8 whole entry, looked up): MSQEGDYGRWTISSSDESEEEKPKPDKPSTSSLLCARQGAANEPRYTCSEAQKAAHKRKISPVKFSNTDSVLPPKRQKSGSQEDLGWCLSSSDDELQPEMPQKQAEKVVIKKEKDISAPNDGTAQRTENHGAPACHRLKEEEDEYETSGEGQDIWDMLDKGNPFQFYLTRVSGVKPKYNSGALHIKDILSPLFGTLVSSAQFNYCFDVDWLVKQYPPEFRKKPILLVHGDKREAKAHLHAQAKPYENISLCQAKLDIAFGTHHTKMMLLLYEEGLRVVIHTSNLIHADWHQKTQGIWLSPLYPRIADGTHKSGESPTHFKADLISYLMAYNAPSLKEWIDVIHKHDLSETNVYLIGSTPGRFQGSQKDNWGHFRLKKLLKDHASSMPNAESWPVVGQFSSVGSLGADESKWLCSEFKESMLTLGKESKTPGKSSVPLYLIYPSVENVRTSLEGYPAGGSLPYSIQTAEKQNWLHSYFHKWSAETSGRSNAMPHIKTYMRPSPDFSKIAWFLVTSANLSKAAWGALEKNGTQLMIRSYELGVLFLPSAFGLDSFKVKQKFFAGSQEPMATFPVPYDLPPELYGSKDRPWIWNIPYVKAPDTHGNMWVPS
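Enzyme-compound mixtures sat 15 min at room temperature, followed by a 5 min reaction with 15 nM final substrate and 10 min with AlphaScreen beads. Recombinant human Tdp1 was used at 1 nM final.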
N370S GC = inhibitors or activators of N370S glucocerebrosidase for Gaucher disease. P04062. N370S GC spleen homogenate, 4MU-glucoside fluorescence. Potency, µM (series often up to 59.4 µM), inactives show at the highest dose activity change, negative = inhibition, hits mostly inhibitors. 330,000 compounds, 0.092% hits. AID 2101;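 note: 0% = full enzyme activity and -100% = no enzyme basal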
FEN1 inhibitor = human FEN1 inhibition; 390,000 compounds, 0.35% hits; Potency, µM (doses to about 114 µM), without a hit: at the top dose activity change, negative = inhibition, usual class: inhibitors; Recombinant FEN1 flap cleavage, fluorescence, 15 min; AID 588795; note: nearly all actives have a fitted effect of over 65% in size
Target sequence (P39748 whole entry, looked up): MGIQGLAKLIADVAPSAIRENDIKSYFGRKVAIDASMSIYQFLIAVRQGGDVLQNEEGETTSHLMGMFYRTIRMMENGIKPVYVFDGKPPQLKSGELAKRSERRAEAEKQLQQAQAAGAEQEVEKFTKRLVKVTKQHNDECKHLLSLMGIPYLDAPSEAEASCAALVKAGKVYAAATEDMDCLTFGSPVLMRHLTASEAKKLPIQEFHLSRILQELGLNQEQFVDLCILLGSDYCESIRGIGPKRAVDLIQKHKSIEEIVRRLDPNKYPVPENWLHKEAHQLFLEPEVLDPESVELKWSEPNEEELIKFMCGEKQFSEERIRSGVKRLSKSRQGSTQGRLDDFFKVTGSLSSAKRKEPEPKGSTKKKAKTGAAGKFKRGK
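Nuclease activity of 10 nM FEN1 was measured after 15 min of room-temperature exposure to titrated compounds, by adding 50 nM flap substrate and reading plates at 0 and 15 min.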
* hit, by the source's call; ? = inconclusive; . = not tested or not shown; & = joins results of further samples; [ ] = dose if it differs, or a comment. Calls come from the whole dose curve; as a rule, active = well fitted curve in the direction sought with a large enough effect; inconclusive = small, poorly fitted or top-dose-only effect, or another doubt; inactive = no such curve, though single readings can be large; an effect the other way counts as inactive or inconclusive. Unless noted, % is set by controls: 0 for no effect and ±100 for the full control effect; potency is the fitted concentration of half-maximal effect.

no. | SMILES | TDP1 block | N370S GC | FEN1 inhibitor
1 | COc1ccc(Cn2ccnc2CO)cc1[N+](=O)[O-] | 5.6% | -5.0% | -1.7%
2 | O=C(Cn1c(=O)oc2ccccc21)Nc1ccc(Cl)cc1Cl | . | -1.0% | -4.4%
3 | O=C(O)c1cc(-c2ccccc2)n(-c2ccccc2)n1 | 3.9% | -2.6% | -3.6%
4 | COCCN1C(=O)c2[nH]nc(-c3c(C)cc(C)cc3O)c2C1c1cccc(O)c1 (stereo not drawn) | 4.7% | . | 0.6%
5 | COc1ccc(-c2cccc(C3CC=CC4C3C(=O)N(Cc3ccccc3)C4c3ccc4ccccc4c3)c2)cc1 (stereo not drawn) | 5.6%&3.5% | -4.3%&-4.1% | 5.9%&14.1%
6 | Cc1cccc(NC(=O)c2cc3n(n2)C(C(F)(F)F)CC(c2ccc4c(c2)OCO4)N3)c1 (stereo not drawn) | -7.7% | ? | -12.5%
7 | CC1(C2CC2)NC(=O)N(CC(=O)Nc2ccc(C(F)(F)F)cc2)C1=O (stereo not drawn) | -0.6%[56.1 µM] | . | 13.6%
8 | Cc1cccc(NC(=S)N2CCC(C(=O)c3ccc(F)cc3)CC2)c1C | 5.6% | -1.6% | 4.4%
9 | Cn1c(CNC(=O)C(Cc2ccccc2)NC(=O)c2ccccc2)cc(=O)n(C)c1=O (stereo not drawn) | -1.4% | -6.1% | 5.0%
10 | COc1ccc(CNC(=O)c2cc3c(-c4ccccc4F)nn(C)c3s2)c(OC)c1 | 2.3% | . | 12.8%
11 | COc1ccc(NC2CCCN(C(=O)c3oc(C)cc3C)C2)cc1OC (stereo not drawn) | 6.3% | 1.5% | -4.0%
12 | Cn1c(C(=O)N2COCC2(C)C)cc2c(=O)n3ccccc3nc21 | 4.3% | ? | 8.4%
13 | Cc1cccc(NC(=O)CSc2nc(=O)n(Cc3ccco3)c3c2CCC3)c1C | 5.2% | . | 18.2%
14 | O=C(CSC1=NS(=O)(=O)c2ccccc2N1)Nc1cccc(F)c1 | . | 2.5% | 2.3%
15 | COc1ccccc1N1C(=O)[C@@H]2C(C(=O)CN3C(=O)c4ccccc4C3=O)=NN[C@@H]2C1=O | . | -1.6% | -2.7%
16 | COc1ccc2c(c1)c(=O)oc1cc3occ(C(C)(C)C)c3cc12 | -10.8% | -6.2% | -4.6%
17 | Cc1cc(OCC(=O)OCC(=O)c2c(N)n(C)c(=O)n(C)c2=O)ccc1Cl | 0.1%[56.1 µM] | . | -5.1%
18 | Cc1nn2c(N3CCN(C4CCCC4)CC3)cc(C(C)(C)C)nc2c1-c1ccccc1 | -5.1% | 1.9% | -0.4%
19 | CCN(c1ccccc1)S(=O)(=O)c1cc2c(cc1C)n(C)c(=O)c(=O)n2C | . | -4.5% | -3.4%
20 | CCOc1ccc(C(=O)Nc2ccc3nc(SCC(=O)N(C)c4ccccc4)sc3c2)cc1 | 2.6% | . | 5.2%
21 | Cc1cccc(-n2[nH]c(C)c(C=Nc3ccc4[nH]c(=O)[nH]c4c3)c2=O)c1 | -1.1% | -15.1% | -5.5%
22 | COC(=O)c1cc(-c2c(C)nn(-c3ccccc3)c2C)n[nH]1 | 4.5% | -18.2% | 2.2%
23 | COC(=O)Cn1cnc2c(Cl)nc(F)nc21 | -0.1%[56.1 µM] | . | 3.3%
24 | O=C(Cn1c(=O)n(CCCCC(=O)NC2CCCC2)c(=O)c2ccccc21)NCCC1=CCCCC1 | -1.0% | 7.6% | 8.6%
25 | COC1=Cc2c(ccc3ccc(=O)oc23)OC1(C)C | 5.4% | 18.0% | -4.5%
26 | Cc1csc2nc(COc3ccc(NC(=O)c4ccccc4F)cc3)cc(=O)n12 | -6.4% | . | 0.1%
27 | O=[N+]([O-])c1cc(S(=O)(=O)N2CCOCC2)ccc1NS(=O)(=O)c1ccccc1 | 0.4% | . | 4.0%
28 | COc1ccc(/C=N/Nc2cc(N3CCOCC3)ncn2)c(OC)c1 | . | 1.5% | -13.4%
29 | Cn1c2ccccc2c2ncn(CCC3=CCCCC3)c(=O)c21 | 5.9% | 10.7% | 11.1%
30 | COc1ccc(COC(=O)CCNC(=O)c2ccc(Cl)cc2)cc1 | . | -2.0% | -1.0%
31 | CCCCCCCn1c(=O)c(C(=O)OC)c(N)c2ccccc21 | . | 8.8% | -22.3%
32 | COc1ccc2c(c1)CCc1c(C(=O)Nc3cc(C)n(Cc4ccc(Cl)cc4)n3)noc1-2 | 7.6% | 1.7% | -12.6%
33 | CC(CNC(=O)Cn1ccc(NC(=O)OCc2ccccc2)nc1=O)c1ccccc1 (stereo not drawn) | -6.3% | . | -3.7%
34 | COC(=O)c1c(C)[nH]c(C(=O)NCCc2ccc(S(N)(=O)=O)cc2)c1C | 10.5% | -18.1% | -9.3%
35 | Clc1ccc(C2CC(c3cccs3)n3ncnc3N2)cc1 (stereo not drawn) | . | -7.1% | -6.4%
36 | CN1CCc2cc(O)c(O)cc2C(c2ccccc2)C1 (stereo not drawn) | 8.5%[56.1 µM] | -0.5%&4.0% | -14.0%
37 | COc1cccc(CC(=S)N2CCOCC2)c1 | -1.2% | 9.4% | 1.7%
38 | O=S(=O)(NCc1csc(-c2ccccc2)n1)c1ccccc1 | 2.5% | . | -16.5%
39 | Cc1cc(NC(=O)c2ccc(-c3ccc(Br)cc3)o2)cc(-c2nc3ncccc3o2)c1O | 4.5% | . | -7.3%
40 | Nc1nc(CSc2ncccn2)nc(Nc2ccccc2)n1 | 6.8% | -1.7% | -15.8%

Of the compounds above, these contain an aryl methoxy group:
no. | SMILES | TDP1 block | N370S GC | FEN1 inhibitor
1 | COc1ccc(Cn2ccnc2CO)cc1[N+](=O)[O-] | 5.6% | -5.0% | -1.7%
5 | COc1ccc(-c2cccc(C3CC=CC4C3C(=O)N(Cc3ccccc3)C4c3ccc4ccccc4c3)c2)cc1 (stereo not drawn) | 5.6%&3.5% | -4.3%&-4.1% | 5.9%&14.1%
10 | COc1ccc(CNC(=O)c2cc3c(-c4ccccc4F)nn(C)c3s2)c(OC)c1 | 2.3% | . | 12.8%
11 | COc1ccc(NC2CCCN(C(=O)c3oc(C)cc3C)C2)cc1OC (stereo not drawn) | 6.3% | 1.5% | -4.0%
15 | COc1ccccc1N1C(=O)[C@@H]2C(C(=O)CN3C(=O)c4ccccc4C3=O)=NN[C@@H]2C1=O | . | -1.6% | -2.7%
16 | COc1ccc2c(c1)c(=O)oc1cc3occ(C(C)(C)C)c3cc12 | -10.8% | -6.2% | -4.6%
28 | COc1ccc(/C=N/Nc2cc(N3CCOCC3)ncn2)c(OC)c1 | . | 1.5% | -13.4%
30 | COc1ccc(COC(=O)CCNC(=O)c2ccc(Cl)cc2)cc1 | . | -2.0% | -1.0%
32 | COc1ccc2c(c1)CCc1c(C(=O)Nc3cc(C)n(Cc4ccc(Cl)cc4)n3)noc1-2 | 7.6% | 1.7% | -12.6%
37 | COc1cccc(CC(=S)N2CCOCC2)c1 | -1.2% | 9.4% | 1.7%

Additional entries:
no. | SMILES | TDP1 block | N370S GC | FEN1 inhibitor
41 | Cc1cc(=O)oc2cc(OCC(=O)NC3CCCC3)ccc12 | . | 1.9% | -3.2%
42 | Cc1cc(NC(=O)c2cc(CC(C)C)on2)n(-c2ccccc2)n1 | -2.6% | -3.5% | -3.1%
43 | COc1cc(O)oc1C=Nc1ccc(Cl)cc1 | 2.1% | 1.2% | -0.9%
44 | C=C1CCC(=O)C(C)CCC2C1CC2(C)C (stereo not drawn) | -3.0%[56.1 µM] | -1.4% | .
45 | COc1ccccc1CNC(=O)CCc1c(C)nn(-c2ccc(N3CCOCC3)nn2)c1C | 4.5% | . | -2.1%
46 | CCOC(=O)C1(CCOc2ccccc2)CCN(Cc2cnc(C)s2)CC1 | . | -2.1% | 8.7%
47 | COc1ccc(/C=N/NC(=O)CN2CCCC2)cc1 | 2.9% | -8.2% | -3.7%
48 | CCCCC/C=C\C\C=C/C=C/C=C/[C@@H](SC[C@H](N)C(=O)NCC(=O)O)[C@@H](O)CCCC(=O)O | 3.7% | -2.3% | .
49 | CCC1Sc2ccc(S(=O)(=O)CCC(=O)NCc3cccs3)cc2NC1=O (stereo not drawn) | -19.6% | ? | -17.0%
50 | CCOC(=O)c1ccc(N/C=C/C(=O)c2ccc(OC)cc2)cc1 | 1.1% | 4.5% | -0.9%
51 | O=C(NCc1ccc(F)cc1)C1CCN(c2ncnc3c2nc2n3CCCCC2)CC1 | 3.7% | . | -3.2%
52 | Cc1ccc(S(=O)(=O)Nc2ccc3c(c2)nc(CN2CCCC2)n3C)cc1 | 3.5% | 0.9% | -0.9%
53 | CSc1cccc(NC(=O)Nc2nc3c(C)cccc3s2)c1 | -2.5% | 1.5% | 12.3%
54 | O=C(NCCc1ccc(F)cc1)C(=O)NCC(c1ccco1)S(=O)(=O)c1ccccc1 (stereo not drawn) | 4.7% | . | -0.4%
55 | O=c1c2ccccc2nnn1CCN1CCOCC1 | . | 11.9% | 17.3%
56 | COCC(=O)NC1CCN(CC(=O)Nc2ccccc2[N+](=O)[O-])CC1 | 0.0% | 13.1% | 0.8%
57 | Cc1cccc(-c2c3c(=O)n(C)c(=O)n(C)c3cn2CCO)c1 | -3.1% | 10.1% | -3.5%
58 | Clc1ccsc1-c1ccc2ccccc2n1 | . | 9.0% | -1.3%
59 | Cc1cc(C)cc(OCC(=O)OCC(=O)N(CC(C)C)c2c(N)n(Cc3ccccc3)c(=O)[nH]c2=O)c1 | 0.9%[0.505 µM] | 2.4% | 11.3%
60 | OCCCNC(=S)Nc1ccc(Oc2ccccc2)cc1 | 1.1% | -3.3% | 0.0%
61 | O=[N+]([O-])c1nn(-c2ccc3c(c2)OCCO3)n(O)c1=NCCC1=CCCCC1 | 9.9% | 4.5% | 2.5%
62 | Cc1ccnc(NC(=O)c2ccccc2NC(=O)c2ccccc2)c1 | . | -11.7% | 11.2%
63 | COc1cc(/C=N/NC(=O)CCn2cnc(-c3ccccc3)c2-c2ccccc2)ccc1O | 7.0% | -4.2% | -18.6%
64 | CC(=O)C1=C(C)NC(SCC(=O)c2ccc(F)cc2)=C(C#N)C1CC(C)C (stereo not drawn) | 0.0% | -2.8% | -11.3%
65 | Cc1ncc([N+](=O)[O-])n1CCOC(=O)Nc1ccc([N+](=O)[O-])cc1 | -2.6% | 3.9% | 10.6%
66 | O=C1CC(c2ccccc2)CC(O)=C1C=Nc1ccc(O)cc1 (stereo not drawn) | 4.7% | -19.6% | 4.2%
67 | Cc1ccc(S(=O)(=O)N2CCN(C(=O)c3ccccc3)CC2)cc1 | 0.5% | 2.5% | -2.7%
68 | CCc1nc(N2CCC(C)CC2)c2oc3ccccc3c2n1 | 2.9% | 3.0% | -18.5%
69 | O=C(Nc1ccc(-c2nc3ccccc3c(=O)o2)cc1)c1ccco1 | 2.6% | -12.2% | -0.1%
70 | COc1cccc(/C=N/NC(=O)CCc2ccccc2)c1 | -1.0% | -9.3% | -11.9%
71 | COc1ccc(S(=O)(=O)N2CCN(C)CC2)cc1Br | 6.2% | 1.6% | -4.5%
72 | CC1=C(C(=O)OCC2CCCO2)C(c2ccc(O)cc2)NC(=O)N1 (stereo not drawn) | -1.0% | -3.6% | 0.9%
73 | CCC1(C)CC(=O)N(c2ccc(F)c(Cl)c2)C(=O)C1 | . | -4.5% | 11.4%
74 | COc1ccc(N(CC(=O)Nc2ccccc2OC)S(=O)(=O)c2ccc(OC)c(OC)c2)cc1 | . | -8.6% | -18.2%
75 | Cc1ccc(-c2cc(C(=O)N3CCN(S(=O)(=O)c4ccc(Br)s4)CC3)[nH]n2)c(C)c1 | 2.5% | . | 19.3%
76 | Oc1ccccc1-c1nc(/C=C/c2ccccc2Cl)no1 | -2.1% | . | -10.4%
77 | CC(C)N(O)C(=O)NC(C)(C)C | 2.3% | 2.6% | 5.6%
78 | Cc1c(Cl)cccc1NC(=O)CCN1C(=O)NC(C)(C)C1=O | -8.6% | -2.4% | -3.1%
79 | COc1ccc(CN2CCN(Cc3cccc(F)c3)CC2)cc1OC | . | -2.9% | 1.4%
80 | O=S(=O)(c1ccccc1)c1nc(-c2cccs2)oc1N1CCCCC1 | 4.2% | . | 1.9%

Some of these compounds in order of their number in TDP1 block, ascending:
no. | SMILES | TDP1 block | N370S GC | FEN1 inhibitor
76 | Oc1ccccc1-c1nc(/C=C/c2ccccc2Cl)no1 | -2.1% | . | -10.4%
72 | CC1=C(C(=O)OCC2CCCO2)C(c2ccc(O)cc2)NC(=O)N1 (stereo not drawn) | -1.0% | -3.6% | 0.9%
75 | Cc1ccc(-c2cc(C(=O)N3CCN(S(=O)(=O)c4ccc(Br)s4)CC3)[nH]n2)c(C)c1 | 2.5% | . | 19.3%

Compounds as they come; 0.57% or so of the library scored in one or more.
